Screening results deposited in PubChem BioAssay by several laboratories.
HTR5A inv ctr – HTR5A inverse agonists in luminescence cell assay, primary screen, counter-screen for OPRM1-OPRD1 heterodimer inverse agonist project, full-deck HTS. inhibition, % at 9.3 µM. HTR5A cell line, inverse agonism. 5-hydroxytryptamine receptor 5A (Homo sapiens), P47898. hit rate 0.083% among 340,000; in the data active = inhibition mostly above about 23%, no sharp cut-off; inactive = mostly below about 18%;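 also: 0% = cells with DMSO and 100% = no-cell wells with DMSO; some compounds called inactive have numbers as strong as hits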
Target sequence (P47898 whole entry, looked up): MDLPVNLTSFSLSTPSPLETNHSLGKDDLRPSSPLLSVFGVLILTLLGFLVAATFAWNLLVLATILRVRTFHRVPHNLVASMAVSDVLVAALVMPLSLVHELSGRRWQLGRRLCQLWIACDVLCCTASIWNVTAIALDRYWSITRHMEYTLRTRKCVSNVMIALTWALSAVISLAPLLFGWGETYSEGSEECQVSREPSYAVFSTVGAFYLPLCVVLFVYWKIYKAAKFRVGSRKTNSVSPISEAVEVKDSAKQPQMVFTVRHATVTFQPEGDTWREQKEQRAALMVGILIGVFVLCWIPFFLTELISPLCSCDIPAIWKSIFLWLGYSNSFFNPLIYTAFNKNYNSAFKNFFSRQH
V-ATPase pH – regulators of yeast V-ATPase proton pumping, primary screen, pHLuorin cytosolic pH fluorescence; hit rate 0.37% among 350,000; response, % at 10 µM; S. cerevisiae; in the data active = response mostly above about 7.3%, no sharp cut-off; inactive = mostly below about 5.4%; also: actives read high; inactives centre near 0; some compounds called inactive have numbers as strong as hits; reference of the scale not given here
PvdQ acylase – P. aeruginosa PvdQ acylase inhibitors, primary screen, biochemical, fluorescence, plate reader and imaging, single point; PvdQ acylase [Pseudomonas aeruginosa LESB58]; purified PvdQ acylase; inhibition, % at 10 µM; hit rate 0.063% among 340,000; AID 488965, 2010; in the data active = inhibition above about 30%, passing the limit was not always enough; inconclusive = no clear call, values can overlap the other calls;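 also: 0% = vehicle neutral wells and 100% = reference inhibitor wells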
NSD2 HMT inh – NSD2 histone methyltransferase inhibitors, primary screen, biochemical, AlphaScreen, single concentration, set 2; NSD2 peptide methylation, 120 min; inhibition, % at 12.5 µM; hit rate 0.54% among 310,000; AID 743445, 2014; in the data active = inhibition above about 50%
dFosB act – activators of delta FosB homodimer, primary screen, biochemical, fluorescence polarization, TAMRA-CDK5 oligo, single point | purified delta FosB; percent of positive-control signal above neutral wells | activation, % at 25 µM | hit rate 0.99% among 340,000 | AID 493131, 2011;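 active = mean activation above about 17%, with every replicate also reaching it, limit read from the data, passing the limit was not always enough; inconclusive = only one of the two conditions met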;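 also: fluorescence polarization rise as delta FosB binds a TAMRA Cdk5 AP-1 oligo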
Target sequence (P13346 whole entry, looked up): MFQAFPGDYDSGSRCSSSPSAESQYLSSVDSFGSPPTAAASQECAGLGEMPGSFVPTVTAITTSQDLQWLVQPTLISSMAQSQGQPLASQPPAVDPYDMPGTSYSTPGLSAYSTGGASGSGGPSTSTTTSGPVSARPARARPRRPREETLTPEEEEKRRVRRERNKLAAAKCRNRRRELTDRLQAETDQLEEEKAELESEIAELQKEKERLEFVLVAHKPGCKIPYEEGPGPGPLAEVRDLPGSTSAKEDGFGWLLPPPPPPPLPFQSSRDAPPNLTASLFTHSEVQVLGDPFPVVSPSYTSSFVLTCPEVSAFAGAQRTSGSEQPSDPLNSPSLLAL
Wnt act – Wnt/beta-catenin pathway activators, primary screen, cell-based, plate reader, single point; Wnt/beta-catenin reporter cell assay, activator; activation, % at 9.35 µM; hit rate 1.2% among 300,000; AID 743398, 2014; in the data active = activation above about 30%, passing the limit was not always enough; inconclusive = no clear call, values can overlap the other calls;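 also: 0% = neutral control wells and 100% = positive control wells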
HTR5A ag – HTR5A agonists in luminescence cell assay, primary screen, counter-screen for OPRM1-OPRD1 heterodimer agonist project, full-deck HTS. 5-hydroxytryptamine receptor 5A (Homo sapiens), P47898. hit rate 0.61% among 340,000. activation, % at 9.3 µM. AID 504692, 2011. cell-based; in the data active = activation mostly above about 9.5%, no sharp cut-off; inactive = mostly below about 7.6%;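 also: 0% = cells with vehicle only and 100% = reference agonist; strong numbers were not always called active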
CDK5 p35 inh – inhibitors of human CDK5/p35 kinase, primary screen, biochemical, single concentration; Recombinant CDK5/p35, ADP-Glo luminescence, 60 min; hit rate 0.01% among 330,000; inhibition, % at 10 µM; Cyclin-dependent kinase 5 (Homo sapiens) + Cyclin-dependent kinase 5 activator 1 (Homo …;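 active = highest replicate inhibition of at least 50% and at least 75% of replicates reaching 50%; inconclusive = only one of the two criteria met; inactive = both criteria failed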;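 also: plate controls were DMSO neutral control for no effect and GW8510 at 10 µM for full effect; many of its hits are not listed in these tables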
MITF TRPM1 HTS – activators of MITF-driven TRPM1 promoter reporter, primary screen, cell-based, SK-MEL-5, luciferase, single point. SK-MEL-5 TRPM1-promoter luciferase, 24 h; % of positive control, neutral wells = 0. activation, % at 12.5 µM. hit rate 0.75% among 300,000;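 active = mean activation of at least 80% with every replicate also reaching 80%; inconclusive = mean reaches 80% but some replicate falls short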;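 also: 0% = neutral control wells and 100% = parthenolide positive control wells; values of inactives mirror those of a sister screen read the other way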
SR-BI DiI inh – inhibitors of SR-BI mediated HDL lipid uptake, primary screen, ldlA[mSR-BI] cells, fluorescence, single point | ldlA[mSR-BI] CHO cells, DiI-HDL uptake fluorescence, 3 h | inhibition, % at 12.5 µM | hit rate 0.96% among 320,000 | AID 488896, 2010;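 active = mean replicate inhibition of at least 70% and a set share of replicates each scoring 70 or more; inconclusive = meets just one of the two criteria; inactive = fails both criteria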;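 also: 0% = median of neutral control wells and 100% = median of positive control wells; values of inactives mirror those of a sister screen read the other way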
An asterisk follows results filed as active; u = inconclusive; x = no result given. Random draw from the library; overall some 5% were active at least once.

Sample of the layout, 10 compounds:
SMILES	HTR5A inv ctr	V-ATPase pH	PvdQ acylase	NSD2 HMT inh	dFosB act	Wnt act	HTR5A ag	CDK5 p35 inh	MITF TRPM1 HTS	SR-BI DiI inh
COc1ccccc1C(C)NCC(=O)Nc1ccccc1C(F)(F)F (centres undefined)	7	8	-11	-5	-7	-1	3	0.4	6	-6
O=C(COc1ccc(Br)cc1)N1CCc2ccccc2C1	-1	2	-7	x	-14	-1	0	-0.3	2	-14
O=C(Cc1ccccc1)NCCCc1ccccc1	-6	-3	-12	0	-3	0	3	2.5	-1	-9
COc1ccc(N2CCN(C(=O)CN3C(=O)COc4ccccc43)CC2)cc1	13	1	-4	0	-3	3	-5	-1.9	5	-1
CN(C)CCCNc1cc(C(C)(C)C)nc2c(-c3ccccc3)cnn12	12	1	-14	0	-11	43*	4	-1.6	x	6
O=C(NCc1ccccn1)C1Nc2ccc(OC(F)(F)F)cc2C2C=CCC12 (centres undefined)	-29	2	-7	x	4	-8	3	-0.4	4	10
COCc1cc(=O)n2[nH]c(-c3cccs3)cc2n1	-17	4	-18	6	5	-2	1	-8.3	x	-13
O=C(Nc1ccncc1)Nc1ccc(Cl)cc1	-13	-3	-6	-1	-8	6	3	-3.5	8	10
Nc1nc(-c2ccc(Cl)cc2)nn1C(=O)c1cccs1	-15	1	-13	-2	-3	-1	6	1.4	-9	-2
COCCNC(=S)NNc1ccccc1[N+](=O)[O-]	15	6	6	5	0	4	-5	2.4	x	5

Main list, from the first entry:
SMILES	HTR5A inv ctr	V-ATPase pH	PvdQ acylase	NSD2 HMT inh	dFosB act	Wnt act	HTR5A ag	CDK5 p35 inh	MITF TRPM1 HTS	SR-BI DiI inh
COc1ccccc1C(C)NCC(=O)Nc1ccccc1C(F)(F)F (centres undefined)	7	8	-11	-5	-7	-1	3	0.4	6	-6
O=C(COc1ccc(Br)cc1)N1CCc2ccccc2C1	-1	2	-7	x	-14	-1	0	-0.3	2	-14
O=C(Cc1ccccc1)NCCCc1ccccc1	-6	-3	-12	0	-3	0	3	2.5	-1	-9
COc1ccc(N2CCN(C(=O)CN3C(=O)COc4ccccc43)CC2)cc1	13	1	-4	0	-3	3	-5	-1.9	5	-1
CN(C)CCCNc1cc(C(C)(C)C)nc2c(-c3ccccc3)cnn12	12	1	-14	0	-11	43*	4	-1.6	x	6
O=C(NCc1ccccn1)C1Nc2ccc(OC(F)(F)F)cc2C2C=CCC12 (centres undefined)	-29	2	-7	x	4	-8	3	-0.4	4	10
COCc1cc(=O)n2[nH]c(-c3cccs3)cc2n1	-17	4	-18	6	5	-2	1	-8.3	x	-13
O=C(Nc1ccncc1)Nc1ccc(Cl)cc1	-13	-3	-6	-1	-8	6	3	-3.5	8	10
Nc1nc(-c2ccc(Cl)cc2)nn1C(=O)c1cccs1	-15	1	-13	-2	-3	-1	6	1.4	-9	-2
COCCNC(=S)NNc1ccccc1[N+](=O)[O-]	15	6	6	5	0	4	-5	2.4	x	5
Cc1ccc(N2CCN(c3ccc(C)cc3)C2c2cccnc2)cc1	-9	-1	5	1	-6	6	-4	-0.7	2	17
C[n+]1cccc(O)c1SCc1ccccc1	-12	3	2	x	-2	-1	4	0.5	7	-19
CCOC(=O)c1c(C)n(C)c2ccc(OC)c(NS(=O)(=O)CC)c12	0	1	3	0	3	x	-2	0.4	-5	-2
COc1cc(C=O)ccc1Oc1nc(Nc2ccc(F)cc2F)nc(N2CCOCC2)n1	x	-1	-5	-2	-4	-1	x	0.9	12	14
CC(C)CNC(=O)COc1ccc(Sc2ccc(OCC(=O)NCC(C)C)cc2)cc1	-18	1	-11	-2	-1	-2	0	-1.7	-12	22
Cc1ccccc1NC(=S)N(CCN(C)C)C(C)c1ccco1 (centres undefined)	4	1	-5	0	-4	0	-1	-0.8	2	1
Cc1nc(-c2ccc(Cl)cc2)sc1C1(C)CC(c2ccccc2Br)=NO1 (centres undefined)	-10	-6	-12	x	-4	5	2	0.9	14	-13
CCC(C)NC(=O)CN1C(=O)NC2NC(=O)NC21 (centres undefined)	3	6	4	1	0	2	3	2.3	-6	x
O=C(Cc1ccc(Cl)cc1Cl)Nc1cccc(S(=O)(=O)Nc2ccccc2F)c1	6	0	3	2	-5	-1	8	-0.8	-3	20
CC[C@H](C)[C@H](NC(N)=O)C(=O)Nc1ccccc1F	3	-3	2	-2	2	0	-1	-0.4	5	-32
COC(=O)c1ccccc1NC(=O)COc1ccc2c(c1)OCO2	-29	0	-18	1	4	2	8	-3.0	10	31
O=C(CCN1C(=O)/C(=C\c2cccs2)SC1=S)NC1=NCCS1	4	-3	-9	-3	-11	-1	-2	1.4	13	-32
Cc1ccn(CCC(=O)O)n1	15	1	-3	-3	2	-1	-6	0.8	-8	-19
O=C(CSc1nc(-c2ccc(F)cc2)nc2ccc(F)cc12)Nc1cccc(C(=O)O)c1	19	2	1	-2	-4	0	2	0.0	-15	18
COc1ccc(NC(=O)C2CCCN(S(=O)(=O)c3cccs3)C2)cc1OC (centres undefined)	23	x	-6	1	1	0	2	0.0	-8	18
COc1ccc(NS(=O)(=O)c2ccc3nc(COc4cccc5ccccc45)[nH]c3c2)cc1	1	1	-10	-3	0	x	6	0.8	-7	20
Cc1c(C(=O)N2CCN(S(=O)(=O)c3ccccc3)CC2)oc2ccc(Br)cc12	-6	2	-13	9	3	-4	2	-0.1	-4	-7
O=C(O)c1oc2ccccc2c1CN1CCN(c2ccccc2)CC1	-15	-7	-6	-15	2	x	5	0.7	0	-3
COc1cccc(C(=O)NN2C(=S)N(c3ccccc3)C(=O)C2CC(N)=O)c1 (centres undefined)	-7	0	11	0	4	-3	3	0.4	5	-25
O=C1[C@H](Cc2ccccc2)NCC=CC[C@H](c2ccco2)N1Cc1ccccc1	6	1	-15	x	-3	-3	2	1.4	13	-41
O=C1c2ccccc2C(=O)N1CC(=O)N1c2ccccc2Sc2ccccc21	-11	0	-15	-3	15	0	-1	-0.3	-4	15
CCc1ccc(NC(=O)C(NS(=O)(=O)c2ccc3c(c2)CCN3C(C)=O)C(C)C)cc1 (centres undefined)	4	-3	3	-5	37*	11	-1	0.4	-2	-4
O=C(Nc1ccc(F)cc1)N1CCN(C(=O)C2CCCO2)CC1 (centres undefined)	-5	-4	-3	0	0	1	3	0.5	12	-39
Clc1ccccc1N1CCN(Cc2ccco2)CC1	-2	-1	-8	2	3	0	0	0.2	11	-32
Cc1ccc(S(=O)(=O)c2c(N)n(C)c3nc4ccccc4nc23)cc1	-14	-2	-9	-4	-5	-1	1	0.8	-21	-31
Cn1c(NNC(=O)CCC2CCCCC2)cc(=O)n(C)c1=O	1	1	-3	x	0	-2	-1	-5.0	x	-27
CCC(=O)Nc1ccc2oc(-c3cccnc3)nc2c1	-16	9	-2	-2	3	-2	6	-9.3	u	7
COc1ccc(C(C(=O)NC2CCCCC2)N(CC2CCCO2)C(=O)C2COc3ccccc3O2)cc1OC (centres undefined)	-22	-1	-4	7	-9	-4	8	-7.4	-7	-3
CCCCOC(=O)c1ccc(NC(=O)c2c(OC)cccc2OC)cc1	9	-1	1	-2	1	-4	-2	0.2	-11	25
COc1cc(/C=C(\NC(C)=O)C(=O)N2CCCCC2)ccc1OC(C)=O	-22	4	-3	-1	9	-1	8	0.0	-1	-8
O=S(=O)(Nc1c(O)ccc2ccccc12)c1ccc(F)cc1	-12	0	-6	7	-11	1	4	1.6	x	4
CCOCCCNC(=O)C1CCCN1S(=O)(=O)c1ccc(Cl)cc1 (centres undefined)	1	-4	-8	1	-4	-1	3	0.4	-6	2
c1ccc(NCc2nc(-c3ccccc3)no2)cc1	-26	0	-7	22	-5	14	2	1.1	46	12
COc1ccc(CSCC(=O)N/N=C/c2ccccc2O)cc1	-7	3	-1	3	-13	-5	3	0.5	-6	-1
C=CCNC(=O)C1CC(=O)N(c2ccc(OCC(=O)Nc3ccccc3)cc2)C1 (centres undefined)	23	3	-6	-3	3	u	-9	1.5	u	-9
C=CCNC(=O)C1CC(=O)N(c2ccc(C)cc2)C1 (centres undefined)	-5	-4	-14	x	-6	1	2	1.2	0	-2
COc1cc(/C=C2\CC/C(=C\c3ccc(OCCO)c(OC)c3)C2=O)ccc1OCCO	10	-1	9	3	-4	2	-4	0.6	-9	54
CCCCNC(=O)Nc1ccccc1CC	-2	-1	-16	11	5	-8	1	-0.7	4	2
CC(C)Cn1c(N)cc(=O)n(C)c1=O	-13	2	-13	-2	-5	-2	4	-4.2	4	-21
CSc1ccccc1OCc1cc(C(=O)NC(C)CCn2cccn2)no1 (centres undefined)	13	-9	6	0	-3	-1	0	-0.8	6	17
CCOC(=O)N1CCC(=NNC(=O)COc2cccc(C)c2)CC1	5	0	-13	-1	0	-2	-1	-0.4	-2	-13
CCOC(=O)N1CCN(C(=O)C2CCC(CNS(=O)(=O)c3ccc(Cl)cc3)CC2)CC1 (centres undefined)	-31	-2	-2	5	-3	x	-1	-2.1	-3	-1
COc1ccc(CNCCCn2cnc3c(OCc4ccccc4)ncnc32)cc1	-20	2	-17	x	-19	-1	5	1.2	7	-7
CC1CC(C)(C)NC(=S)N1CCCC(=O)Nc1ccc(Cl)cc1 (centres undefined)	3	-2	3	-1	5	-2	-1	0.8	-1	6
CCOC(=O)C1C(=O)C=C(c2ccc(OC)cc2)CC1c1ccco1 (centres undefined)	3	8	-6	4	-15	x	-1	3.8	42	32
COCCN1CCN(c2cc(-c3ccccc3)nc3cc(-c4cccc(F)c4)nn23)CC1	-27	-4	9	-3	-6	-5	11	0.1	x	42
